DT40 TDP1 no CPT: qHTS for Inhibitors of human tyrosyl-DNA phosphodiesterase 1 (TDP1): qHTS in cells in absence of CPT; DT40 Tdp1-/- hTDP1 cells, no CPT, ATP luminescence, 48 h; Potency, µM (doses to about 46.2 µM), without a hit: at the highest dose activity change, negative = growth inhibition, usual class: inhibitors; AID 686978, 2013; 420,000 compounds, 15% hits; further: nearly all actives have a fitted effect of over 55% in size
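Stably hTDP1-transfected Tdp1-null chicken DT40 cells were treated with library compounds minus camptothecin and grown for at least 48 hr at 37 °C, after which cellular ATP was quantified by luminescence.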
TDP1 inh: qHTS Assay for Inhibitors of Tyrosyl-DNA Phosphodiesterase (TDP1) | AID 485290, 2010 | recombinant TDP1, AlphaScreen DNA substrate cleavage | Tyrosyl-DNA phosphodiesterase 1 (Homo sapiens), Q9NUW8 | Potency, µM (series often up to 130 µM), for the others: top-dose activity change, negative = inhibition, usual class: inhibitors | 350,000 compounds, 0.28% hits; further: nearly all actives have a fitted effect of over 40% in size
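Compounds were preincubated with Tdp1 (1 nM final) for 15 min at room temperature before substrate (15 nM final) started a 5 min reaction; beads (10 ug/ml final) were then added for 10 min before AlphaScreen detection.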
KAT2A inh: qHTS Assay for Inhibitors of GCN5L2 | GCN5L2 HAT assay, ThioGlo1 CoA-SH fluorescence | Potency, µM (doses to about 58.9 µM), for inactives: at the highest dose activity change, negative = inhibition, most hits filed as inhibitors | Histone acetyltransferase KAT2A (Homo sapiens), Q92830 | AID 504327, 2011 | 390,000 compounds, 0.21% hits
Target sequence (Q92830 whole entry, looked up): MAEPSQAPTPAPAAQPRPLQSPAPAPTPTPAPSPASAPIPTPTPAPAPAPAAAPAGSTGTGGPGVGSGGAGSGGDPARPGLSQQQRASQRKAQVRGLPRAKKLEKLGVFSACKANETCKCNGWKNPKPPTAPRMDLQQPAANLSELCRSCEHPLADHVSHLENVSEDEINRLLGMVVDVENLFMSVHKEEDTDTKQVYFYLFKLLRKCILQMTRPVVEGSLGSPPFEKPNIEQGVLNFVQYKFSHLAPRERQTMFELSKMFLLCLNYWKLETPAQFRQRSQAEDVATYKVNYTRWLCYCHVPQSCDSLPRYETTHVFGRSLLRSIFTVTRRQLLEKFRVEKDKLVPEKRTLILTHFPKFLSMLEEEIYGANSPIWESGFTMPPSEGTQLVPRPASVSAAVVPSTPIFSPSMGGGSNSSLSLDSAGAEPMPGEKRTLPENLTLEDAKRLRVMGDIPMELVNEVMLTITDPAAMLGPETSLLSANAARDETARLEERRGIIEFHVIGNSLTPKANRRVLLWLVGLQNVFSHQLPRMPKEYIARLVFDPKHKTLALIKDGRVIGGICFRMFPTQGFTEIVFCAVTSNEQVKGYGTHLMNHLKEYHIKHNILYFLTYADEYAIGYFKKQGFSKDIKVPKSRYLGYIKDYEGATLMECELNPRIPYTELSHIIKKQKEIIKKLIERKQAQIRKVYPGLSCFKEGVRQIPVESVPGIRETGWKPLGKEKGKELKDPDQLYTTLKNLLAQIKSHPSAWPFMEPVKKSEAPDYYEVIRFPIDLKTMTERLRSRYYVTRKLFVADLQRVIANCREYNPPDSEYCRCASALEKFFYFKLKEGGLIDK
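Enzyme at 20nM final was mixed with library compounds for 15 min at room temperature. Peptide H3(1-25) at 75uM, acetyl-CoA at 70uM and ThioGlo1 at 50uM were then added. Plates were read immediately and after 20 min (Ex340nm/Em540nm).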
* marks the source's active call; other numbers are inactive results; ? = inconclusive; . = no result given; & = joins results of further samples; [ ] = dose if it differs, or a comment. The call rests on the fitted dose curve; in most records, active means well fitted curve in the direction sought with a large enough effect; inconclusive means small, poorly fitted or top-dose-only effect, or another doubt; inactive means no such curve, though single readings can be large; an effect the other way counts as inactive or inconclusive. On the % scale 0 is the no-effect control and ±100 the full control effect; potency means the concentration at half of the fitted maximal effect. Only part of the results is shown. The share of hits here may be higher or lower than overall.

SMILES | DT40 TDP1 no CPT | TDP1 inh | KAT2A inh
COc1cc(C(=O)OCC(=O)NCC2CCCCC2)ccc1OCC(C)C | ? | -2% | 1%
O=C(CCNS(=O)(=O)c1ccccc1C(F)(F)F)Nc1ccncc1 | 5% | 0% | 3%
Cc1ccc(C(=O)c2cc(C)sc2NC(=O)CN2CCN(C(=O)c3ccco3)CC2)cc1 | 18µM* | 7% | -9%
COc1ccccc1CN1CC(C(=O)NCc2cccc(Cl)c2)CCC1=O (centres undefined) | -8% | 4% | 1%
CC(=O)c1ccc(NC(=O)CN2CCOCC2)cc1 | -14% | . | -5%
CN(C)C(CNC(=O)c1ccc(S(=O)(=O)Nc2ccccc2F)cc1)c1ccccc1 (centres undefined) | 10% | 6% | 1%
CC(C)Cn1cnc2c(c(-c3ccccc3)c(-c3ccccc3)n2Cc2ccco2)c1=N | 18µM* | 4% | -12%
CC(C)Nc1ccc(Nc2ccnc3cc4ccccc4cc23)cc1 | 7.3µM* | 11% | -27%
CCCCn1c(N)c(N(CC(C)C)C(=O)CN2C(=O)C3CCCCC3C2=O)c(=O)[nH]c1=O (centres undefined) | -2% | 3% | -4%
CCOC(=O)C1(CC2CC2)CCN(C(=O)c2cccnc2C)CC1 | ? | -6% | -7%
Cc1ccc(/C=C/C(=O)OCC(=O)c2ccc3c(c2)NC(=O)CO3)o1 | -15% | -3% | 0%
CCOC(=O)CC(C(=O)OCC)P(=O)(c1ccccc1)c1ccccc1 (centres undefined) | -21% | 0% | -5%
COc1cc(NC(=O)C2CC(c3ccccc3O)=NO2)c(OC)cc1Cl (centres undefined) | -15% | . | 0%
Cc1nc(N)nc(COc2ccccc2)n1 | 5% | -2% | -6%
COC(=O)c1cc(C)sc1NC(=O)C1CC(=O)NN1Cc1ccccc1 (centres undefined) | ? | 2% | -5%
CCOC(=O)C1=C(COC(=O)/C=C/c2cc(Br)ccc2F)NC(=O)NC1C (centres undefined) | -14% | . | -9%
Cc1ccc(S(=O)(=O)NNC(=S)NCC2CCCO2)cc1 (centres undefined) | 9% | 12% | 1%
Cc1ccc(S(=O)(=O)Nc2ccc(N(C)C)cc2)cc1 | ? | 5% | -2%
COc1ccccc1N1CCN(C(CNC(=O)C(=O)NCc2ccc(F)cc2)c2cccnc2)CC1 (centres undefined) | 5.8µM* | 9% | -10%
Cc1ccc(Cl)cc1N1CCN(C(=O)Cn2ncn3cccc3c2=O)CC1 | ? | . | -29%
CSc1oc(-c2ccco2)nc1S(=O)(=O)c1ccccc1 | -17% | 5% | -6%
Cc1ccc(S(=O)(=O)CC(=O)Nc2cc(C)on2)cc1 | 16% | . | 2%
Fc1cccc(-c2cc3nc(-c4ccccc4)cc(N4CCC5(CC4)OCCO5)n3n2)c1 | 23µM* | . | ?
O=C(CSC1CN(C(c2ccccc2)c2ccccc2)C1)N/N=C/c1ccc(Cl)cc1Cl | -10% | 0% | ?
Clc1ccc(-c2cc(COc3ccccc3)no2)cc1Cl | -4% | . | -4%
O=S(=O)(c1ccc(F)c(F)c1)N1CCN(c2ncccn2)CC1 | 2% | . | -1%
COC(=O)CSc1nnc(CNC(=O)Cc2ccccc2)n1-c1ccccc1OC | -15% | 2% | -11%
CCn1cc(C(=O)NCCCN2CCCC(C)C2)c(=O)c2cc(S(=O)(=O)N3CCc4ccccc4C3)ccc21 (centres undefined) | ? | 3% | 1%
O=C(NNC1CC(=O)N(c2ccccc2)C1=O)c1ccc(COc2ccccc2Cl)o1 (centres undefined) | -15% | 6% | 0%
CSCCC(NS(=O)(=O)c1c(Cl)cccc1Cl)C(=O)O (centres undefined) | 10% | -3% | -1%
COc1ccccc1NC(=O)/C=C/c1cc([N+](=O)[O-])ccc1OC(F)F | 7% | . | -7%
COc1cc(OC)c(NC(=O)CCc2nc(-c3ccc(C)cc3)no2)cc1Cl | 23µM* | 11% | -1%
COc1ccc(S(=O)(=O)Nc2cccnc2)c(Cl)c1Cl | -23% | 0% | -4%
O=C(O)c1cccc(-c2ccc(/C=c3/sc4nc5ccccc5n4c3=O)o2)c1 | -27% | . | -16%
COCCN(Cc1nc(C(c2ccccc2)c2ccccc2)no1)C(C)C | ? | -5% | -5%
CCCn1c(SCc2ccon2)nc2ccccc2c1=O | ? | -1% | -4%[0.501 µM]
O=C(CCCN1C(=O)NC2(CCCC2)C1=O)Nc1cccc(S(=O)(=O)N2CCOCC2)c1 | -15% | 0% | 0%
COc1cc2[nH]c(=O)n(CCCCCC(=O)NCCc3ccccc3)c(=O)c2cc1OC | -14% | 3% | -5%
Cc1cc2nc(C)n(CCCN)c2cc1C | 18µM* | -1% | -15%
COc1ccc(CCNC(=O)Nc2ccc(F)cc2F)cc1OC | 0% | . | 7%
COc1cc(/C=N/NC(=O)CSc2cc(C)c(Br)cc2C)ccc1O | ? | 2% | -3%
COc1ccc(C2=NOC(C(=O)N3CCN(c4ccccc4OC)CC3)C2)cc1 (centres undefined) | 23µM* | 2% | -6%
Cc1ccc(-c2csc3ncnc(Oc4cccc5ccc(C)nc45)c23)cc1 | 21µM* | -3% | 0%
CCCN1CCc2c(sc(NC(=O)CCS(=O)(=O)c3ccccc3)c2C(N)=O)C1 | ? | 3%[56.1 µM] | -1%
CCCOc1ccc(Cn2c(C)nc([N+](=O)[O-])c2SCC(O)COC)cc1[N+](=O)[O-] (centres undefined) | -25% | 0% | 1%
COc1ccc2c(c1)c(C(=O)CN1CCN(Cc3ccccc3)CC1)c(C)n2C | ? | 8% | -20%
CCOc1ccc(/C=C/C(=O)NCCc2ccc(OC)c(OC)c2)cc1 | 23µM* | 6% | -1%
CC(C)OC(=O)NCCOC(=O)Nc1ccccc1Cl | -1% | 1% | -6%
COc1cccc(CN(C)C(=O)c2ccc(OCC(=O)Nc3cccc(C(F)(F)F)c3)c(OC)c2)c1 | 9.2µM* | 4% | -20%
CCCCN(C)CCNC(=O)c1cc2cc3ccc(OC)cc3nc2o1 | -33% | . | ?
CCOc1ccc(NC(=O)Cn2cc(C(=O)C3CC3)c3ccccc32)cc1 | -10%&-9% | 7%&-2% | -9%&-2%
CCCCOc1ccc(C2(C(=O)O)CCCC2)cc1 | -29% | -4% | 4%
O=C(N/N=C/c1ccccc1)c1ccc(-c2ccccc2)cc1 | 5% | . | -10%
Cc1cccc(NC(=O)CSc2nnc(NC(=O)C3CCC3)s2)c1 | -8% | 0% | -16%
Cc1ncc([N+](=O)[O-])n1Cc1ccc(Cl)cc1 | 32%[activator] | 5% | -7%
Nc1c(-c2ccc(Cl)cc2)cnn1-c1ccccc1 | -8% | . | 32%[activator]
CCOC(=O)C1=C(CN2CCOCC2)NC(=O)NC1c1cc(C)ccc1C (centres undefined) | -20% | 3% | 2%
C=CCC[C@H](Cc1ccc(F)cc1)C(=O)OC[C@@H](C)NC(=O)[C@@H](CC=C)CC(=O)N[C@H](CO)Cc1ccccc1 | ? | 3% | -4%
COc1ccc(/C=C/C2=NN(C)C(=O)CC2)cc1 | ? | -3% | -5%
COC(=O)C1C2C=CC3(CN(Cc4ccco4)C(=O)C13)O2 (centres undefined) | 5% | 4% | -6%

2 compounds picked at random from those above:
SMILES | DT40 TDP1 no CPT | TDP1 inh | KAT2A inh
CCCOc1ccc(Cn2c(C)nc([N+](=O)[O-])c2SCC(O)COC)cc1[N+](=O)[O-] (centres undefined) | -25% | 0% | 1%
C=CCC[C@H](Cc1ccc(F)cc1)C(=O)OC[C@@H](C)NC(=O)[C@@H](CC=C)CC(=O)N[C@H](CO)Cc1ccccc1 | ? | 3% | -4%

Later entries:
SMILES | DT40 TDP1 no CPT | TDP1 inh | KAT2A inh
COc1ccc2c(c1)cc1c(=O)n(CC(=O)NC3CCCCC3)nc(C)n12 | 3% | -7% | -2%
CC(C1CC1)N(Cc1ccccc1)C(=S)Nc1ccccc1Cl (centres undefined) | -1% | -4% | -4%
CCC1(c2ccc(F)cc2)NC(=O)N(CC(=O)c2ccc[nH]2)C1=O (centres undefined) | ? | 4% | -17%
Cc1ccc(C(=O)Nc2ccc(S(=O)(=O)N3CCc4ccccc43)cc2)o1 | ? | 3% | .
CC1CCCC(C)N1CCNC(=O)CCn1nc(-c2ccccc2)ccc1=O (centres undefined) | -11% | 4% | -8%
COc1ccc(NC2c3ccccc3C(=O)N2c2ccccn2)cc1Cl (centres undefined) | ? | 6% | -17%
O=C(c1ccco1)N1CCN(C(=O)c2ccc(-c3ccc(Cl)cc3)o2)CC1 | ? | 9% | 0%
O=C(Nc1ccc(C(=O)N2CCCCC2)cc1)c1cccc([N+](=O)[O-])c1 | ? | 2% | -9%
CCC(=O)Nc1ccc(NC(=S)NC(=O)/C=C/c2ccccc2)cc1 | 7.3µM* | ? | -14%
O=C1C2C(c3ccccc3)C=CC(c3ccccc3)C2C(=O)N1CCCO (centres undefined) | -25% | 2% | -8%
C=CCn1c(CCNC(=O)c2cccs2)nnc1SCC(=O)c1ccc(Br)cc1 | ? | 5% | -2%
COc1ccccc1C(=O)Nc1nnc(C)s1 | -8% | 1% | -5%
Cc1ccc2c(=O)cc(C(=O)Nc3ccc(S(=O)(=O)N4CCC(C)CC4)cc3)oc2c1C | -13% | 4% | -9%
Cc1ccc(CNC(=O)Cn2ccn(-c3cccc(Cl)c3)c(=O)c2=O)cc1 | -29% | 1% | 3%
Cc1ccc(-c2[nH]c3ccccc3c2C(C[N+](=O)[O-])c2ccco2)cc1 (centres undefined) | ? | 8% | -21%
O=C(NC(=S)Nc1ccc(Oc2ccc(Cl)cc2)cc1)c1ccccc1 | 21µM* | 2% | ?
CCN(CC)C(=O)Cn1cc(C(=O)C(=O)N(CC)C2CCCCC2)c2ccccc21 | ? | 1% | ?
COc1ccc(C(=O)N=c2nc3ccccn3s2)cc1 | ? | 4% | -2%
COCCNC(=O)c1ccc2c(c1)C(=O)c1ccccc1-2 | -20% | . | 6%
NS(=O)(=O)c1ccc(CNC(=O)c2ccccc2SCC(=O)N2CCCC2)cc1 | ? | 9%[0.505 µM] | 1%

Overlap with the part before: 6 compounds; new compounds follow.
SMILES | DT40 TDP1 no CPT | TDP1 inh | KAT2A inh
Cc1ccc(-c2[nH]c3ccccc3c2C(C[N+](=O)[O-])c2ccco2)cc1 (centres undefined) | ? | 8% | -21%
O=C(NC(=S)Nc1ccc(Oc2ccc(Cl)cc2)cc1)c1ccccc1 | 21µM* | 2% | ?
CCN(CC)C(=O)Cn1cc(C(=O)C(=O)N(CC)C2CCCCC2)c2ccccc21 | ? | 1% | ?
COc1ccc(C(=O)N=c2nc3ccccn3s2)cc1 | ? | 4% | -2%
COCCNC(=O)c1ccc2c(c1)C(=O)c1ccccc1-2 | -20% | . | 6%
NS(=O)(=O)c1ccc(CNC(=O)c2ccccc2SCC(=O)N2CCCC2)cc1 | ? | 9%[0.505 µM] | 1%
COC(=O)c1cc(OC)c(OC)cc1NCC(=O)Nc1ccc(C)cc1 | -11% | 3% | -3%
CCN(CC(=O)NC1CCS(=O)(=O)C1)S(=O)(=O)c1ccccc1Cl (centres undefined) | -2% | 1% | -20%
COc1ccc(-n2c(C)n[nH]c2=O)cc1 | -3% | 3% | -3%
CCN(CC)C(=O)CSc1nc2cc3c(cc2c(=O)n1CCCCCC(=O)NCCc1ccc(OC)c(OC)c1)OCO3 | 15µM* | -6% | 14%
CCOC(=O)Cc1nn(CCc2ccccn2)c(=O)c2ccccc12 | -3% | 1% | 2%
CCN1CCN(Cc2ccc(NC(=O)Nc3ccccc3Cl)cc2)CC1 | ? | 0% | -8%
CC1CC(NC(=O)/C(C#N)=C/c2ccc[nH]2)CC(C)(C)C1 (centres undefined) | ? | -3% | 1%
CCc1ccc(C(=O)NC2=NC(c3cc(OC)ccc3OC)CC(=O)N2)cc1 (centres undefined) | -25% | 4% | -3%
CCCCc1cc(=O)oc2c3c(cc(OCC(=O)N4CCC[C@H]4C(=O)O)c12)OC(C)(C)CC3 | 10% | . | -3%
CC(NC(=O)C1CCC1)c1ccc2c(c1)OCO2 (centres undefined) | -18% | 2% | 2%
Cc1nc2cc(NC(=O)N3CCN(c4ccccn4)CC3)ccc2o1 | -14% | -1% | .
COc1ccccc1N1CCN(C(=O)CN(C)S(=O)(=O)c2cc(C)ccc2OC)CC1 | -22% | 0% | -6%
Cc1ccc(C)c(NC(=S)NCCc2c[nH]c3ccccc23)c1 | 13µM* | 11% | 2%
Cn1nc(CC(=O)NCc2ccc(C(F)(F)F)cc2)c2ccccc2c1=O | 10µM* | 2% | -3%
Cc1ccc(C(=O)NCCC(=O)N2CCOCC2)cc1 | 21% | 0% | 1%
Cn1c(=O)cc(SCC(=O)NCc2ccco2)c2ccccc21 | ? | 7% | -2%
